# Screens (PubChem)
# esBAF inh – SWI/SNF esBAF complex inhibition | mouse ES cells, Bmi1-luciferase knock-in reporter, 24 h; 100% = twice the neutral-well signal | reporter increase, % at 12.5 µM | 350,000 compounds, 2% hits | AID 602393; in the data active means activation above about 40%; inconclusive means no clear call, values can overlap the other calls;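 further: 0% = median of the plate's neutral control wells and 100% = double that signal; a rise in the Bmi1 reporter signal indicates esBAF inhibition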
# RAD54 inh – blocks human RAD54 Holliday junction branch migration. Q92698. FAM/BHQ fluorescence. inhibition, % at 10.4 µM. 360,000 compounds, 0.14% hits;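 active means mean normalized replicate activity at least 40 and at least half of replicates scoring 40 or more; inconclusive means only one of the two criteria met; inactive means mean below 40 and under half of replicates reaching 40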;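 further: 0% = median of neutral control wells and 100% = median of positive control wells; inhibitors cause a drop in the FAM fluorescence signal; in these data hits start at about 50%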
# Target sequence (Q92698 whole entry, looked up): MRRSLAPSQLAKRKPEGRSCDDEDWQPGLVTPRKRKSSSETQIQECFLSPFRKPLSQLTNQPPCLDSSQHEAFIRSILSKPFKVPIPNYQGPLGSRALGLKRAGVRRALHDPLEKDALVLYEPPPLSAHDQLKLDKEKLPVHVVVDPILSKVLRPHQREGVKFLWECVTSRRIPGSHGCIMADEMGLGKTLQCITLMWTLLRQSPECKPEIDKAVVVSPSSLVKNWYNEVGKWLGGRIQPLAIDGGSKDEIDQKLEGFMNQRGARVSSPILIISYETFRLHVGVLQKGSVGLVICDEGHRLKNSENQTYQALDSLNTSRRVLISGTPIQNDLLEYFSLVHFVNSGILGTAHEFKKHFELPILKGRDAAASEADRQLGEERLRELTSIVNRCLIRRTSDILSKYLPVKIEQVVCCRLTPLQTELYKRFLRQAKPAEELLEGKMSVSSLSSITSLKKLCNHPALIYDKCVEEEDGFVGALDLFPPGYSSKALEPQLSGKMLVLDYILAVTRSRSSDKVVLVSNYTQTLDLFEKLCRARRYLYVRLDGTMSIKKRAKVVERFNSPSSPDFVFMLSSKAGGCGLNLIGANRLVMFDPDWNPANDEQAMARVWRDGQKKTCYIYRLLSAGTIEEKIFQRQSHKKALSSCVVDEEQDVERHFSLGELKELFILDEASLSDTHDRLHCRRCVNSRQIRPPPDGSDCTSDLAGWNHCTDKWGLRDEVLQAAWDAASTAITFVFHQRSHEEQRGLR
# EWS-Fli inh – inhibitors of EWS/Fli oncoprotein transcriptional activity. A673 NR0B1-luciferase reporter, viability-normalised. inhibition, % at 12.6 µM. 350,000 compounds, 0.67% hits;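 active means mean inhibition of at least 50% after viability correction, with every replicate also passing that limit; inconclusive means mean reaches 50% but only one of two replicates passes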;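 further: firefly luciferase signal divided by Alamar Blue viability fluorescence both relative to DMSO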
# E-selectin induc – induces E-selectin expression in human endothelial cells; P16581; 260,000 compounds, 0.37% hits; HUVEC E-selectin immunofluorescence imaging; normalized: neutral wells 0, TNF-alpha wells 100; activation, % at 7.58 µM;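 active means mean E-selectin-positive cell signal at least 10% of the positive control, reached in at least 60% of replicates, without over 20% cell loss; inconclusive means no rule given, readout overlaps actives, possibly toxicity-flagged; inactive means the rest, including those meeting only one limit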;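 further: in these data hits start at about 27%; measured in HUVEC primary endothelial cells; signal is the percent of cells scored E-selectin positive by PE staining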
#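 material = human umbilical vein endothelial cells (HUVEC), E-selectin induction | quantity = 3,000 cells/well | medium = EGM-2 growth medium on 0.1% gelatin-coated wells | technique = immunofluorescence imaging | read-out basis = % PE-positive cells | control set = TNF-alpha positive control, DMSO neutral control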
# XiGFP reactiv – activators of X-chromosome reactivation in mouse fibroblasts. XiGFP mouse fibroblasts, % GFP-positive cells imaging, 3 d; cells co-treated with 5-aza-dC sensitizer; scaled so ellipticine positive control = 100%. activation, % at 7.58 µM. 360,000 compounds, 0.055% hits;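 active means mean normalized replicate activation at least 10% and every replicate at or above 10%; inconclusive means only one of the two criteria met; inactive means mean below 10% and not all replicates reach 10%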;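 further: 0% = median of on-plate neutral control wells and 100% = ellipticine 6 µM median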
#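 Assay system: SV40-immortalized XiGFP fibroblast cells, line 68-5-11; buffer or medium: DMEM plus 5-aza-dC sensitizer; compound: one concentration, pinned; timing: compounds 3 days, fix/stain 15 min at room temperature; benchmarks: positive control ellipticine, 6 µM final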
# RAD52 anneal inh – RAD52 (human) annealing inhibition; P43351; recombinant RAD52 DNA annealing, FRET fluorescence; inhibition, % at 18.7 µM; 360,000 compounds, 0.46% hits;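 active means every replicate showing at least 50% inhibition; inconclusive means mean inhibition at least 50% but not in every replicate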
# FN deposition inh – fibronectin deposition inhibition | 350,000 compounds, 0.086% hits | AID 743247 | inhibition, % at 12.6 µM | AH1F fibroblasts, Alexa488-fibronectin deposition fluorescence, overnight;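 active means mean inhibition across replicates of 30% or more, regardless of how many single replicates reach that level; inconclusive means mean under 30% yet at least half of replicates reach 30%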;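 further: positive control wells lacked labelled fibronectin entirely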
#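 Material – AH1F fibroblast monolayer, labelled fibronectin deposition · Reagent – labelled fibronectin 24 nM · Timing – 1 h adhesion, overnight exposure · Measured by – fluorescence at 485 nm excitation, 525 nm emission · Read-out – inhibition of fibronectin deposition signal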
# S100A4 inh HTS – blocks human S100A4 binding to myosin IIA peptide; S100A4/TAMRA-MyoIIA peptide fluorescence polarization; P26447; 360,000 compounds, 0.14% hits; AID 652163; inhibition, % at 10.7 µM;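 active means mean inhibition of at least 70% across replicates, with every replicate also reaching that level; inconclusive means mean inhibition reaches 70% but some replicates fall short; inactive means mean inhibition below 70%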
# Target sequence (P26447 whole entry, looked up): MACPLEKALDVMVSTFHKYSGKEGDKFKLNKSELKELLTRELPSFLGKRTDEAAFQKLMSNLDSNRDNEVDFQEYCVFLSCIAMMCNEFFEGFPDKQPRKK
#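 Assay system: human S100A4 monomer with TAMRA-labelled myosin IIA peptide / Buffer or medium: Calcium-containing HEPES buffer, pH 7.2 / Reagent: TAMRA-labelled myosin IIA heavy-chain peptide probe, 5 nM / Compound: one dose per compound / Timing: polarization read 5 min after assay mix addition, stable 5–60 min / Benchmarks: neutral control DMSO, positive control TFP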
# An asterisk follows results filed as active; ? = inconclusive; nt = not tested or not shown; & = joins results of further samples.
SMILES,esBAF inh,RAD54 inh,EWS-Fli inh,E-selectin induc,XiGFP reactiv,RAD52 anneal inh,FN deposition inh,S100A4 inh HTS
CCOC(=O)N1CCC(NC(=O)c2cc(C(=O)Nc3ccc(S(=O)(=O)N4CCOCC4)cc3)ccc2CO)CC1,nt,nt,-4,nt,0.0,-6,-2,-1
COC(=O)C1=C(C(=O)OC)[C@@H]2Nc3ccccc3[C@@]23C[C@@H](C(=O)OC)N=C3N1,5,-12,3,-0.1,0.2,nt,0,nt
O=C(Cn1c(NCCCO)nc2ccccc21)c1cccs1,0,8,1,-1.0,0.1,-13,-5,1
CC1CCC2(CC1)NC(=O)N(NC(=O)c1cccs1)C2=O (configuration not stated),-4,-8,4,nt,0.0,-2,1,7
COc1ccc(NC(=O)Nc2cccc3c2O[C@H](CN(C)C(=O)Nc2ccc4c(c2)OCO4)[C@H](C)CN([C@@H](C)CO)C3=O)cc1,3,-1,-4,0.1,-0.1,2,nt,20
COCC(=O)N(C)C[C@@H]1Oc2cc(-c3cccc(F)c3)ccc2S(=O)(=O)N([C@H](C)CO)C[C@@H]1C,-7,1,-3,1.2,-1.2,3,0,-1
CCCCNc1nc(=S)n(-c2ccccc2)c(C)c1C(C)=O,-9,-10,12,nt,0.1,32,-6,5
COC(=O)c1ccc(OC(=O)C2CSC3(C)CCC(=O)N23)cc1 (configuration not stated),nt,nt,1,-0.2,0.1,1,4,20
COc1ccc(NC(=O)N(C)C[C@@H]2Oc3ccc(NC(=O)NC(C)C)cc3CC(=O)N([C@H](C)CO)C[C@@H]2C)cc1,5&-5,6&-1,-14&5,0.1&0.1,0.2&0.0,8&-2,-4&1,4&-3
O=C1CN(S(=O)(=O)c2ccccc2)C[C@@H]2[C@@H](c3ccc(C#CCc4ccccc4)cc3)[C@@H](CO)N12,nt,nt,4,3.6,0.7,-1,nt,-2
Cc1ccc(NC(=O)c2ccc(NC3=NC4CS(=O)(=O)CC4S3)cc2)cc1 (configuration not stated),-7,7,-14,3.7,0.2,-11,0,-1
O=C(CN1CCOCC1)NCC[C@H]1CC[C@H](NC(=O)Cc2ccccn2)[C@H](CO)O1,3,0,-1,-0.2,0.0,-23,21,-5
Cc1ccccc1-c1ccc([C@H]2[C@H]3CN(S(C)(=O)=O)CCCCN3[C@H]2CO)cc1,-2,4,9,0.1,0.1,-6,nt,2
Cc1c(NC(=O)CSc2nnc(N)s2)c(=O)n(-c2ccccc2)n1C,-1,0,nt,nt,0.0,nt,8,nt
O=C(Cc1ccc([N+](=O)[O-])cc1)NCCc1ccc2c(c1)OCO2,-3,nt,6,-0.1,0.3,-5,-4,3
COC(=O)C1CC2=C(CCCC2=O)N(c2ccccc2)C1=O (configuration not stated),0,-3,0,-0.1,nt,-11,1,-1
Cc1ccc(-c2cc(C(=O)NCCc3ccccn3)c3ccccc3n2)c(C)c1,nt,nt,43,7.0,0.5,-10,-11,-1
Cc1ccc(S(=O)(=O)NCCCNC(=O)OCc2ccccc2)cc1,2,-1,1,0.0,0.3,8,1,0
CCC(=O)Nc1ccc2c(c1)C(=O)N(C)C[C@H](OC)[C@H](C)CN(Cc1ccccn1)[C@@H](C)CO2,-1,4,4,0.1,0.0,-6,-14,-2
C[C@@H]1CN([C@@H](C)CO)C(=O)Cc2cc(NC(=O)Nc3ccc(C(F)(F)F)cc3)ccc2O[C@H]1CN(C)Cc1ccc(Cl)c(Cl)c1,-4,3,67*,-0.6,-0.8,-7,-11,50
O=C(CSc1nnc(-c2ccc(F)cc2)o1)NC1CCCC1,-2,4,-8,0.0,0.2,2,-7,?
COc1ccc(NC(=O)Nc2ccc3c(c2)CC(=O)N([C@@H](C)CO)C[C@H](C)[C@H](CN(C)C(=O)Nc2ccccc2)O3)cc1,-4,5,3,-0.1,-0.4,7,nt,6
O=C(Cc1ccncc1)NCC[C@H]1CC[C@@H](NC(=O)Nc2cccc(F)c2)[C@@H](CO)O1,-2,-8,-8,-0.4,0.0,-34,1,-2
CC1Cn2c(nnc2C23CC4CC(CC(C4)C2)C3)S1 (configuration not stated),-1,0,2,nt,nt,1,nt,-9
Fc1cccc(CNCC2CCCO2)c1 (configuration not stated),-4,-5,0,nt,0.0,7,-5,1
C[C@H](CO)N1C[C@H](C)[C@@H](CN(C)Cc2ccc(Cl)c(Cl)c2)OCCCC[C@H](C)Oc2ccc(NC(=O)Cc3ccccc3)cc2C1=O,0,4,15,-0.1,-0.5,14,nt,7
CC(O)Cc1cn(CC(=O)N2CCN(C(=O)OC(C)(C)C)CC2)nn1 (configuration not stated),-10,0,4,-0.2,0.2,-2,4,1
COc1ccc(C(CNC(=O)c2ccc(NS(=O)(=O)c3ccc(F)c(C)c3)cc2)N2CCOCC2)cc1 (configuration not stated),nt,4,10,nt,-0.3,-16,-9,4
C[C@@H]1CCCCO[C@H](CN(C)C(=O)Cc2ccccc2)[C@H](C)CN([C@@H](C)CO)C(=O)c2cc(NS(=O)(=O)c3ccccc3)ccc2O1,8,8,1,2.7,0.1,3,-3,-4
CC1CCC(NC(=O)C2CCN(S(=O)(=O)c3cccc4nonc34)CC2)CC1 (configuration not stated),3,8,7,-0.3,0.0,-5,6,-7
CCn1ccnc1CN(C)C(=O)c1cc(COc2ccc(OC)c3ccccc23)on1,-4,-1,nt,0.9,0.6,-12,nt,-1
CO[C@@H]1CN(C)C(=O)c2cc(NC(=O)c3ccc(-c4ccccc4)cc3)ccc2OC[C@H](C)NC[C@@H]1C,1,15,26,0.0,-0.2,18,0,9
CCCCNC(=O)C1(C)CCCCN1C(=O)c1cc(OC)ccc1Br (configuration not stated),1,-2,0,-0.5,0.0,0,3,1
COCCCN=C1NN=C(c2cc(C)n(Cc3ccccc3Cl)c2C)CS1,nt,nt,46,1.1,0.0,-14,2,-2
CCCCCc1nnc(NC(=O)Cc2ccc([N+](=O)[O-])cc2)s1,nt,nt,5,6.3,0.2,-18,1,2
C[C@H](NS(=O)(=O)c1ccccc1)C(=O)N1CCN(C(c2ccccc2)c2ccccc2)CC1,-3,5,13,-0.3,0.1,0,-11,3
C[C@@H]1CCCCO[C@@H](CN(C)C(=O)Nc2ccc3c(c2)OCO3)[C@@H](C)CN([C@H](C)CO)C(=O)c2cc(NC(=O)C3CCCCC3)ccc2O1,7,23,0,0.0,0.0,-2,nt,0
CC1CCCCN1C(=O)NC1CC(=O)N(c2ccc3c(c2)OCCO3)C1 (configuration not stated),-6,1,-9,-0.9,-0.6,-11,nt,-2
CC(OC(=O)CNC(=O)c1ccc(Cl)c(Cl)c1)C(=O)N1CCOCC1 (configuration not stated),-1,nt,2,-1.5,-0.1,-5,12,1
COc1ccccc1S(=O)(=O)Cc1ccc(C(=O)NCc2cccnc2)o1,0,2,1,0.0,0.2,-11,-2,7
CN(C)c1ccc(/C=C/C(=O)c2ccccc2)cc1[N+](=O)[O-],62*,14,nt,nt,0.0,nt,-9,nt
CCOC(=O)C1=C(c2ccccc2)c2ccc(OC)cc2N(S(=O)(=O)C(F)(F)F)C1C(=O)OCC (configuration not stated),-5,7,2,11,0.0,-7,-7,0
COc1ccc2[nH]c3c(c2c1)CCN1C(=O)N([C@@H](C)C(=O)NCc2ccccc2OC)C(=O)[C@]31C,5,6,-7,nt,nt,-44,nt,0
CCCC(=O)C1=C(O)C(C(=O)OC)C(C)(C)CC1=NCCc1ccccc1 (configuration not stated),-7,-5,6,0.0,0.0,-12,1,-5
COCC(=O)N[C@H]1CC[C@@H](CC(=O)NCc2ccccc2OC)O[C@@H]1CO,-1,8,-41&2,-0.3&5.2,-0.1&0.0,13&-13,7&1,-4&-2
Cc1cc(C)cc(-n2ncc3c2CCCC3NC(=O)CCN2Cc3ccccc3C2=O)c1 (configuration not stated),5,2,6,-1.8,0.2,-12,-15,-6
O=C(Cn1cnc2cc([N+](=O)[O-])ccc2c1=O)NC(c1ccccc1)c1ccccc1,9,3,12,-0.1,0.1,-16,10,-3
CCNC(=O)[C@@H]1[C@@H](CO)[C@@H]2Cn3c(ccc(/C=C/c4ccccc4)c3=O)[C@H]1N2C(=O)C1CCC1,1,1,-9,0.0,-0.1,-2,nt,33
O=C(c1ccccc1F)N1C[C@@H]2[C@H](c3ccccc31)[C@@H](CO)N2C(=O)c1ccc(F)cc1,-6,-15,-2,-0.1,0.3,3,nt,-2
N#CC1=C2SCN(Cc3ccccc3)CN2C(=O)CC1c1cccs1 (configuration not stated),-5,-1,-4,-1.5,-0.1,-16,-4,-1
COc1cc(C)nn1-c1ccc(Cl)cc1,nt,nt,-11,nt,0.4,-14,-10,-5
O=C(Cc1cccs1)NCCc1ccc(F)cc1,3,-10,3,nt,0.1,-13,-2,-3
COc1ccc([Si](C)(C)[C@@H]2[C@@H](CCO)O[C@]3(C(=O)N(Cc4ccccc4)c4ccc(N5CCCCC5=O)cc43)[C@H]2C)cc1,nt,-9,11,nt,nt,-2,nt,31
COCC(=O)N1CC2(CN(Cc3ccc(OC)cc3)C2)c2c([nH]c3cc(OC)ccc23)[C@@H]1CO,nt,nt,1,-0.2,0.5,6,nt,-16
CO[C@H]1CN(C)C(=O)c2cc(NC(=O)Nc3cc(F)ccc3F)ccc2OC[C@H](C)N(C)C[C@@H]1C,2,10,-1,-0.1,0.2,9,12,-2
COc1ccc(NC(=O)c2ccc(Br)c(S(=O)(=O)N3CCOCC3)c2)cc1,10,nt,-1,0.7,0.5,-13,1,-9
C=CCn1c(SCC(=O)N2CCCCC2)nc(O)cc1=O,-3,0,3,nt,nt,-16,nt,-1
Cc1ccc(-c2ccc([C@@H]3[C@H](CO)N4CCCCN(S(=O)(=O)c5ccccc5C)C[C@@H]34)cc2)cc1,3,2,18,0.0,0.1,-13,nt,2
COc1ccc(N2C(=O)c3cccc4cc(Br)cc(c34)C2=O)cc1,nt,-6,15,0.1,0.0,-11,1,1
O=C(C1CCC1)N1CC2(C1)[C@@H](c1ccccc1)[C@@H](CO)N2C(=O)c1cccnc1,nt,nt,-7,0.1,0.3,-4,-7,5
COc1ccc(C(CC(=O)N2CCOCC2)C(C)C)cc1 (configuration not stated),1,8&-16,nt,nt,nt,nt,4,-4

# Rows were taken by chance. Share with any hit: about 3%.
